Compound activity as filed in PubChem.
Anthrax LF prot – inhibitors of Bacillus anthracis lethal factor protease. multiplex microsphere protease cleavage assay, LF. inhibition, % at 10 µM. 360,000 compounds, 0.12% hits. AID 588501; in the data active means inhibition above about 30%; further: plate controls were buffer without enzyme for full effect and enzyme alone for no effect
Target sequence (P15917 whole entry, looked up): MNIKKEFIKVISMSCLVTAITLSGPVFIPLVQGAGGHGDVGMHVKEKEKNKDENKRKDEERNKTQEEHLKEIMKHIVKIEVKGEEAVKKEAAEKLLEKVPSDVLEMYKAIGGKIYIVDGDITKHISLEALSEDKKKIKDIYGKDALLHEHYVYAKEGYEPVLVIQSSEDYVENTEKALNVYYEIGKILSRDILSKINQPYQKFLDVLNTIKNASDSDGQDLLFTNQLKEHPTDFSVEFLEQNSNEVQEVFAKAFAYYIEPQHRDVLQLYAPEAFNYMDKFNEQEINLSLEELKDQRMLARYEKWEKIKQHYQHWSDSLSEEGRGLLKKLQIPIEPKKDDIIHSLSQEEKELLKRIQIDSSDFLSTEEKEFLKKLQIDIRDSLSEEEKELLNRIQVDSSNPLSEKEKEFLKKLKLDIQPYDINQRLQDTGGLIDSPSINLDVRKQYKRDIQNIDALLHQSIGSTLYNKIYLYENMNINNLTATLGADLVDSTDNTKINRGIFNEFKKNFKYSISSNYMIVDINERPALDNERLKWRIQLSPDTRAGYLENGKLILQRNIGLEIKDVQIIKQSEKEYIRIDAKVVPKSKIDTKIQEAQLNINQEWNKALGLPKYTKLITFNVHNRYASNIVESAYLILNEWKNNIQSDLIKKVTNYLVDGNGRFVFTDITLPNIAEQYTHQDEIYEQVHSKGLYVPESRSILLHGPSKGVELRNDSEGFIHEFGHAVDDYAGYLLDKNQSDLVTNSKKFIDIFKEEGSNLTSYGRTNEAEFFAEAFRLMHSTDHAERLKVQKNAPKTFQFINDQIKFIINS
SSB-PriA inh – blocks PriA binding to SSB C-terminal tail; 430,000 compounds, 0.6% hits; AlphaScreen SSBct-PriA binding, biotinylated peptide; inhibition, % at 33 µM; in the data active means inhibition mostly above about 37%, no sharp cut-off; inactive means mostly below about 20%;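 further: plate controls were negative control peptide for no effect and reference peptide for full effect; strong numbers were not always called active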
MazEF act – MazEF (E. coli) toxin RNase activation; P0AE70; FAM/BHQ RNA-DNA oligo cleavage fluorescence, 5 h; activation, % at 20 µM; 350,000 compounds, 0.32% hits; AID 504720; in the data active means activation above about 50%
Target sequence (P0AE70 whole entry, looked up): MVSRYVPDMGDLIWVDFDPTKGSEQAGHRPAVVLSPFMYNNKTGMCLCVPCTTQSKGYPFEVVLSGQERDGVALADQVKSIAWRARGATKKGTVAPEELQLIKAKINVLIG
TcdB GH inh – TcdB glycohydrolase inhibition; inhibition, % at 9.99 µM; P18177; 350,000 compounds, 0.24% hits; TcdB glycohydrolase enzymatic assay, plate reader; in the data active means inhibition above about 10%
BH1578 lux ind – induces V. cholerae light production without autoinducers. V. cholerae BH1578 lux reporter, luminescence, 6 h. activation, % at 18.7 µM. 350,000 compounds, 0.16% hits. AID 588436; in the data active means activation mostly above about 9.7%, no sharp cut-off; further: not every result past the cut was called active; inactives centre near 0; reference of the scale not given here
PfHsp40 yeast – compounds rescuing yeast from Plasmodium falciparum HSP40 toxicity; 340,000 compounds, 0.68% hits; S. cerevisiae expressing PfHsp40, growth rescue, ATP luminescence; growth rescue, % at 12.5 µM; in the data active means growth rescue above about 28%, passing the limit was not always enough;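 further: yeast W303a lacking pdr1 and pdr3 grown in galactose medium; growth measured after three days at 30 °C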
3CLpro inhibitor – SARS-CoV 3CLpro protease inhibition. inhibition, % at 6 µM. recombinant SARS-CoV 3CLpro, quenched FRET peptide cleavage. 290,000 compounds, 0.14% hits. P0C6X7. AID 1706; in the data active means inhibition above about 12%
DUSP3 inh – blocks human VHR1 dual specificity phosphatase. 290,000 compounds, 0.52% hits. AID 1654. recombinant VHR phosphatase, pNPP absorbance. inhibition, % at 13.3 µM; in the data active means inhibition above about 50%; further: some compounds called inactive have numbers as strong as hits
Target sequence (P51452 whole entry, looked up): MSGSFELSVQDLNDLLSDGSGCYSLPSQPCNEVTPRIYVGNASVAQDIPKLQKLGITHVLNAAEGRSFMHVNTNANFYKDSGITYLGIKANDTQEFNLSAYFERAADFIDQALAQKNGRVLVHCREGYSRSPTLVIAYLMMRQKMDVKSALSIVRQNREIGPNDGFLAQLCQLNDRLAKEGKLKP
Yp Topo-I inh – inhibitors of Yersinia pestis topoisomerase I. activity, % at 10 µM. Y. pestis Topo-I cleavage product accumulation, plate reader. AID 504884. 360,000 compounds, 0.064% hits; in the data active means activity above about 50%, passing the limit was not always enough; further: inactives centre near 2
Rv3671c protease – inhibitors of M. tuberculosis serine protease Rv3671c; P9WHR9; inhibition, % at 5.96 µM; 320,000 compounds, 0.048% hits; in the data active means inhibition above about 38%;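 further: extracellular domain of Rv3671c used as enzyme; 0% = enzyme with DMSO and 100% = no enzyme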
* hit, by the source's call; i = inactive; / = not tested or not shown; & = joins results of further samples. A portion of the library. The share of hits here may be higher or lower than overall.

SMILES	Anthrax LF prot	SSB-PriA inh	MazEF act	TcdB GH inh	BH1578 lux ind	PfHsp40 yeast	3CLpro inhibitor	DUSP3 inh	Yp Topo-I inh	Rv3671c protease
CCOC(=O)c1c(NC(=O)OC)sc2c1CCC2	-5.0	5.9	2.5	/	-0.5	0.5	4.2	2.9	1.8	-15.0
Cc1ccc(N2CCCCn3c2nc2c3c(=O)[nH]c(=O)n2C)cc1	-1.4	-27.0	9.5	/	3.0	-1.2	3.0	-6.2	5.8	-4.9
Cc1cc2nc(-c3ccc(SCC(=O)N4CCN(C(=O)c5ccco5)CC4)nc3)[nH]c2cc1C	0.4	-0.5	-3.1	/	-1.0	0.1	-3.5	15.5	3.9	-8.2
O=C(C1CCCN1S(=O)(=O)c1cccc2cccnc12)N1CCn2c1nc1ccccc12 (centres undefined)	-6.4	-14.3	7.3	/	-0.2	-0.8	0.3	38.4	6.4	-0.1
Cc1ccc(/C=N/NC(=O)c2cc(-c3ccccc3)nc3ccccc23)o1	-2.2	/	5.1	0.8	-0.4	3.4	3.6	1.1	-3.8	-2.8
Cc1cnc(=O)[nH]c1SCc1ccc([N+](=O)[O-])cc1	-1.2	-6.4	4.6	1.7	-0.4	0.5	1.9	31.5	1.9	-9.0
CC(=O)c1cccc(NC(=O)C2CCN(S(=O)(=O)c3ccc(C)cc3)CC2)c1	-1.3	-0.8	6.0	/	-0.6	0.3	-2.8	13.6	-1.0	-8.9
COCCN(C(=O)COC(=O)/C=C/c1cccc(OC)c1)c1c(N)n(CC(C)C)c(=O)[nH]c1=O	12.3	-7.2	2.5	2.0	2.6	-0.6	/	/	0.7	/
COc1ccc(CNC(=O)COC(=O)c2ccc(OCc3c(C)noc3C)cc2)cc1OC	1.7	-10.9	1.9	-0.4	0.1	0.1	0.9	0.1	2.0	1.0
CCN(CC)S(=O)(=O)c1ccc(N2CCOCC2)c(NC(=S)NC(=O)c2ccco2)c1	-2.1	18.6	-12.7	1.9	-0.8	-0.1	-2.5	0.0	20.2	7.8
COc1ccc(-n2nnnc2SC(C)C(=O)NC2CCCC2)cc1 (centres undefined)	-2.0	-4.2	6.0	-2.0	i	-2.2	/	/	-6.6	5.2
O=C(Nc1ccccc1N1CCCC1)c1cccnc1Cl	-2.7	-9.7	-9.4	/	-0.5	1.1	2.8	-13.9	0.0	11.9
COc1ccccc1-c1cc(C(F)(F)F)nc(N2CCN(c3ccccc3)CC2)n1	-4.7	-8.7	0.5	/	/	-1.5	-1.5	9.5	-3.1	-1.2
CC(O)CC(=O)OC[C@]12CC[C@H]3[C@@](C)(CC[C@H]4C(C)(C)CCC[C@]34C)[C@@H]1CC(C1=CC(=O)OC1O)O2 (some centres undefined)	-0.6	/	/	1.2	-0.3	/	/	/	32.6	/
Cc1ccc(S(=O)(=O)NC(C(=O)N2CCOCCOCCOCC2)c2ccccc2)cc1 (centres undefined)	-3.5	-7.2	6.7	1.2	-0.2	-0.5	-0.9	4.7	2.6	3.5
CCCNC(=S)N1CCN(C)CC1	1.2	-15.2	0.7	/	-0.1	-0.8	3.8	-4.7	-7.8	-3.9
COc1ccc(OC)c(S(=O)(=O)NC(=O)C2(C)CCN2C(=O)Cc2ccccc2Cl)c1 (centres undefined)	-1.4	/	/	-1.9	-2.6	/	/	/	-0.7	/
COCCNC(=S)Nc1ccccc1[N+](=O)[O-]	-6.5	-19.8	-2.2	1.8	0.4	-0.9	0.8	2.1	-5.1	-3.2
COc1ccc(Cl)cc1N(CC(=O)N(C)C)S(=O)(=O)c1ccc(C)c([N+](=O)[O-])c1	-2.2	-3.9	2.4	1.1	0.9	0.2	-0.3	28.8	16.2	2.9
CN(C)S(=O)(=O)c1ccc(C(=O)NCCOc2ccc(F)cc2)cc1	-3.2	-23.0&1.0&-10.2	3.2	3.8	-0.2	-0.3	-1.5	-8.1	3.5	2.9
N#Cc1ccc(CSc2nnc3[nH]c(=O)cc(N)n23)cc1	-5.5	-16.6	-3.1	0.6	0.3	-0.7	1.0	10.3	-4.3	1.6
Cc1nnc(NC(=O)CSc2nc(C(C)C)nc3sc(C)c(C)c23)s1	-6.4	-4.3	4.3	/	-0.4	0.9	-4.8	6.6	-3.5	/
Cc1nc(C(=O)NNC(=O)Nc2ccc(Cl)cc2)cs1	-25.8	-2.2	1.0	-0.3	-0.7	-1.9	-2.1	19.4	-2.4	8.7
NC(=O)c1ccc(N2CCN(c3ccccc3O)CC2)c([N+](=O)[O-])c1	-0.5	14.4	1.9	0.1	-0.1	0.6	-3.0	5.3	-15.9	5.2
CCCCCCn1c(=O)n2n(c1=O)[C@@H]1CN(S(=O)(=O)c3ccc(C)cc3)C[C@]1(O)[C@@H](OC(=O)Nc1c(C)noc1C)C2	-3.4	/	5.3	2.3	i	/	/	/	1.2	/
Additional records.
SMILES	Anthrax LF prot	SSB-PriA inh	MazEF act	TcdB GH inh	BH1578 lux ind	PfHsp40 yeast	3CLpro inhibitor	DUSP3 inh	Yp Topo-I inh	Rv3671c protease
CNC[C@@H](Cc1ccccc1)NC[C@@H](CC1CCCCC1)NCCCc1ccccc1	-1.6	-10.5	30.1	0.4	i	0.6	3.0	13.4	2.4	8.5
O=C(NCCN1CCCCC1)c1ccc2c(c1)OCCO2	2.3	-5.8	11.6	/	i	-0.9	-3.8	17.9	0.9	7.6
CCc1nnc(NC(=O)Nc2ccccc2OC)s1	-7.1	-14.3	0.6	/	i	-1.5	-3.1	0.0	16.3	-7.4
CCC1CCCCN1CCNC(=O)C1CCN(S(=O)(=O)c2cccc3nsnc23)CC1 (centres undefined)	1.6	0.9	-15.3	-0.2	-0.7	-1.3	-1.3	20.9	-1.7	11.2
Cc1ccc(NC(=O)c2ccc(OC(=S)N3CCOCC3)cc2)cc1	3.8	-0.7	-3.5	/	-5.0	0.3	-0.4	6.2	3.8	2.3
COc1ccc(N2CCN(c3nc4c(C)cccn4c(=O)c3/C=C(\C#N)C(N)=O)CC2)cc1	4.1	11.8	9.6	1.8	i	0.4	3.7	38.5	1.7	-9.5
Cc1cc(C)cc(C(=O)NCC(=O)OCC(=O)NC2CC2)c1	-9.8	-13.7	8.4	1.1	i	1.0	/	/	-4.6	-2.4
CCOc1ccc(C(=O)Nc2ccc(S(=O)(=O)NCC3CCCO3)cc2)cc1OCC (centres undefined)	-6.1	-22.9	1.4	0.7	-0.7	2.0	-2.9	6.2	16.7	5.2
c1ccc(-c2csc(Nc3ncccn3)n2)cc1	0.3	-7.7	0.3	/	-0.2	0.4	5.4	55.4*	0.9	-11.8
COc1ccc(-c2nnc(SCC(=O)N3CCCC3)o2)cc1	-0.2	-19.1	10.9	1.1	-0.3	0.3	7.4	22.4	8.3	0.2
COc1cccc(/C=C2\C(=O)C(=O)c3ccccc32)c1	-10.5	8.7	4.5	/	0.4	0.4	-2.3	3.0	2.1	-14.2
Cc1nnc(SCc2ccccc2)nc1/C=C/NOCc1ccc(Cl)cc1Cl	-3.5	-2.8	-1.0	/	i	0.4	5.3	7.3	13.0	-2.5
Cc1ccc(C)c(N2CCN(C(=O)CCc3nc(-c4ccc(Br)cc4)no3)CC2)c1	-10.4	0.5	-3.3	0.3	i	0.5	/	/	37.7	/
N/C(=N\OC(=O)CSc1ccccc1)c1ccncc1	-8.5	/	0.6	-1.5	-0.4	-0.8	-1.0	25.7	3.4	-4.3
COC(=O)CNC(c1ccccc1)c1cc(Cl)ccc1NC(=O)c1cccc(Cl)c1 (centres undefined)	-5.0	-12.2	-7.2	0.4	-0.6	1.9	2.2	7.4	27.5	-8.9
CSCC[C@H](NC(=O)c1cccs1)C(=O)N1CCC2(CC1)NCCc1[nH]cnc12	-1.0	5.8	5.3	0.1	i	14.4	0.3	15.0	-4.0	-4.7
CCN1CC=C(c2c[nH]c3ccccc23)CC1	-3.6	2.9	3.6	/	-0.1	0.1	0.2	31.6	-7.5	3.8
CCCCCC/C(C=O)=C\c1ccccc1	8.6	13.5	-1.9	0.0	-0.1	-0.8	/	/	-8.8	4.8
CC(=O)NN1C(=O)c2ccccc2NC1c1ccccn1 (centres undefined)	-1.0	-7.6	1.4	/	-1.0	-0.3	2.0	-1.6	-2.2	-0.3
NNC(=O)COc1ccc(F)cc1	0.8	-6.0	3.9	0.7	3.1	-0.6	1.4	9.6	-3.8	-0.6
NS(=O)(=O)c1ccc(N=Cc2c(O)n(C3CCCCC3)c(=O)n(C3CCCCC3)c2=O)cc1	-4.4	-2.1	-13.6	/	-0.4	4.3	-3.0	11.7	19.5	-2.0
COc1ccc(/C=C2\SC(=S)N(CCC(=O)N3CCCCC3)C2=O)cc1	1.5	0.3	-11.1	0.3	-1.2	0.5	-1.7	6.7	12.3	-1.8
O=CNC(Cc1ccccc1)C(=O)O (centres undefined)	3.2	-5.3	4.7	/	-0.7	-1.5	0.5	26.4	-4.2	0.1
Cc1ccc(CSc2nnc(-c3ccncc3)o2)c(C)c1	-4.3	-16.3	-8.0	-0.3	-0.5	1.9	0.3	4.0	24.6	-1.5
CC(C)(C)C(=O)O[C@H]1CC[C@@]2(C)C(=CC(=O)C3C2CC[C@]2(C)C(=O)[C@H](O)CC32)C1 (some centres undefined)	2.2	8.6	6.0	0.6	i	-0.1	/	/	5.4	-10.6
New compounds follow.
SMILES	Anthrax LF prot	SSB-PriA inh	MazEF act	TcdB GH inh	BH1578 lux ind	PfHsp40 yeast	3CLpro inhibitor	DUSP3 inh	Yp Topo-I inh	Rv3671c protease
Cc1cccc(Oc2cc([N+](=O)[O-])cc3c2C(=O)Nc2ccccc2O3)c1	0.1	-9.7	4.9	1.0	-0.4	-0.3	-3.4	-14.2	-7.8	-33.4
COCCn1c(C)cc(C(=O)CSc2nc3ccccc3c(=O)n2C(C)COC)c1C (centres undefined)	-6.9	0.8	-19.7	1.2	0.0	-0.3	8.2	14.0	24.2	5.0
CN1C[C@@H]2[C@@H]3C(=O)N(Cc4ccccc4)C(=O)[C@@H]3[C@](Cc3ccccc3)(C1=O)N2C(=O)c1ccc(C(F)(F)F)cc1	7.3	14.7	-10.2	2.1	i	-0.6	/	/	12.5	/
COc1ccc(NC(=O)N(C)C[C@H]2Oc3ccc(NC(=O)c4ccncc4)cc3C(=O)N([C@H](C)CO)C[C@@H]2C)cc1	6.8	5.8	0.1	0.7&0.0	-1.2	-0.5	/	/	2.2	-2.3
COc1ccc2c(CC(=O)Nc3cccc(S(=O)(=O)N4CCOCC4)c3)coc2c1	-0.6	-3.3	0.0	/	1.4	1.4	-2.1	-0.3	0.0	-17.6
CCN(C[C@H]1N[C@@](Cc2ccccc2)(C(=O)OC)[C@H]2C(=O)N(Cc3ccccc3)C(=O)[C@@H]12)S(=O)(=O)c1ccc(F)cc1	-7.9	1.0	-11.9	5.4	-0.7	0.9	/	/	20.9	2.4
Cc1cc(C(=O)Nc2ccc3c(c2)OCCO3)c2ccccc2n1	-0.9	-0.8	4.8	1.8	i	0.7	3.9	11.1	11.0	-0.4
COc1cc(NC(=O)c2onc(C)c2Cl)c(OC)cc1Cl	6.5	0.2	-3.4	0.8	-0.2	0.5	-0.6	30.5	-1.7	2.7
COc1ccccc1C(=O)n1nc(-c2cccnc2)nc1NCc1ccccc1	12.7	-1.2	4.4	1.8	-0.6	1.0	4.0	14.9	29.3	/

Quoted at random: 4 records from the list
SMILES	Anthrax LF prot	SSB-PriA inh	MazEF act	TcdB GH inh	BH1578 lux ind	PfHsp40 yeast	3CLpro inhibitor	DUSP3 inh	Yp Topo-I inh	Rv3671c protease
COc1ccc2c(CC(=O)Nc3cccc(S(=O)(=O)N4CCOCC4)c3)coc2c1	-0.6	-3.3	0.0	/	1.4	1.4	-2.1	-0.3	0.0	-17.6
Cc1cccc(Oc2cc([N+](=O)[O-])cc3c2C(=O)Nc2ccccc2O3)c1	0.1	-9.7	4.9	1.0	-0.4	-0.3	-3.4	-14.2	-7.8	-33.4
Cc1cc(C(=O)Nc2ccc3c(c2)OCCO3)c2ccccc2n1	-0.9	-0.8	4.8	1.8	i	0.7	3.9	11.1	11.0	-0.4
COc1ccccc1C(=O)n1nc(-c2cccnc2)nc1NCc1ccccc1	12.7	-1.2	4.4	1.8	-0.6	1.0	4.0	14.9	29.3	/
